Compound activity deposited in PubChem by Broad Institute.
IDE exosite FP: exo-site inhibitors of human insulin-degrading enzyme | P14735 | purified IDE, FL-6b probe fluorescence polarization; stronger effect = lower value | z-score at 20 µM | hit rate 6.3% among 17,000 | AID 1259349;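 active = z-score of -3 or lower, meaning strong loss of probe binding signal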;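 also: His-tagged human IDE residues 42-1019 made in E. coli with 30 nM FL-6b probe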
Target sequence (P14735 42-1019 limits assumed): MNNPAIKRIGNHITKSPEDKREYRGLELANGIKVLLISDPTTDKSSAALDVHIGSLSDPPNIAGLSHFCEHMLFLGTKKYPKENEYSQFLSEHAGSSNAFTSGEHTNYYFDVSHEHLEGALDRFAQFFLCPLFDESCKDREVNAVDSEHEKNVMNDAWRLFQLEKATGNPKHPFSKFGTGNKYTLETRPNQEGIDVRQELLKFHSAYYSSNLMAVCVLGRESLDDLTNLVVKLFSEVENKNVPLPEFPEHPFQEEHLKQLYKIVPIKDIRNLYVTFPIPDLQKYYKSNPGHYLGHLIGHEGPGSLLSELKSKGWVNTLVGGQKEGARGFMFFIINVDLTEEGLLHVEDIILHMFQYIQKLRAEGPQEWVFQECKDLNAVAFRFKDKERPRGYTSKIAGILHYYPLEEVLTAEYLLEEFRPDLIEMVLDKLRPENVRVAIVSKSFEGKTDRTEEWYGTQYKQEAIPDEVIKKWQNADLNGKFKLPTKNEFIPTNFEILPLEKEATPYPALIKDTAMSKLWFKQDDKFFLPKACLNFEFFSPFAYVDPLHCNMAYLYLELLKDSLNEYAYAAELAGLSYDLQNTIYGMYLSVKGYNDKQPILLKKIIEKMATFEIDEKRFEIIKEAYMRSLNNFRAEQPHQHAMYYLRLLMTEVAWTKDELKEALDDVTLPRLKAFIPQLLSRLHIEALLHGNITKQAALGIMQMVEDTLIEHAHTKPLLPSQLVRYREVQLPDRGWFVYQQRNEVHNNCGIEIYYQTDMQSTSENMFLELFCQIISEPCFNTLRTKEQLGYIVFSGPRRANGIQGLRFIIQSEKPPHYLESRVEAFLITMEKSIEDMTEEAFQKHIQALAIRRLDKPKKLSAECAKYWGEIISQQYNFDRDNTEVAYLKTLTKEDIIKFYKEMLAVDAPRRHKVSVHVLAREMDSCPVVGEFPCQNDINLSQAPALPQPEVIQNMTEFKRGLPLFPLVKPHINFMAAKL
An asterisk follows results filed as active; & = joins results of further samples.

SMILES	IDE exosite FP
N#C[C@@H]1[C@H](c2ccc(-c3ccccc3F)cc2)[C@H](CO)N1C(=O)Cc1ccccc1	-0.019
C[C@@H]1CCCCO[C@H](CN(C)Cc2ccc3c(c2)OCO3)[C@@H](C)CN([C@@H](C)CO)C(=O)c2cc(NS(=O)(=O)c3cn(C)cn3)ccc2O1	0.61
CC(C)(O)C#Cc1ccc([C@H]2[C@H](CO)N3CCCCN(C(=O)c4cccc(F)c4)C[C@@H]23)cc1	0.18
O=C(c1ccc(F)cc1)N1CC(=O)N2[C@H](C1)[C@@H](c1ccc(C3=CCCC3)cc1)[C@@H]2CO	6.4
CS(=O)(=O)N1CCCCN2[C@@H](CO)[C@@H](c3ccc(Br)cc3)[C@@H]2C1	-1.9
Cc1noc(C)c1NC(=O)N(C)C[C@@H]1OCc2ccccc2-c2c(n(C)c3ccccc23)C(=O)N([C@@H](C)CO)C[C@H]1C	0.61
O=C1C[C@@H](c2ccccc2)C(=O)N[C@H](c2ccccc2)C/C=C\C[C@H](c2ccccc2)N1	-1.6
CCCNC(=O)N(C)C[C@H]1Oc2cc(C#C[C@@H](C)O)ccc2S(=O)(=O)N([C@H](C)CO)C[C@H]1C	-0.72
COCC(=O)N1[C@@H](CO)[C@@H]2c3ccccc3NC[C@@H]21	2.8
CCCC(=O)Nc1ccc2c(c1)C(=O)N(C)[C@H]1CC[C@H](CC(=O)NCc3cccc(F)c3)O[C@@H]1CO2	-0.24
COc1cccc(CN2CCCCN3[C@H](CO)[C@@H](c4ccc(C#Cc5cccnc5)cc4)[C@@H]3C2)c1	-0.3
C[C@H](CO)N1C[C@H](C)[C@@H](CN(C)S(=O)(=O)c2ccccc2)Oc2ccc(NC(=O)C3CC3)cc2C1=O	1.2
COCC(=O)N1[C@H](CO)[C@H](c2ccc(C#Cc3ccccc3F)cc2)[C@@H]1C#N	-2.3
COc1ccc(-c2ccc([C@H]3[C@H](CO)N4C(=O)CN(Cc5ccc(C)cc5)C[C@@H]34)cc2)cc1	1
CCC(=O)NC[C@@H]1[C@@H](c2ccccc2)[C@@H](CO)N1C(=O)C1CCC1	0.66
CCCC#Cc1ccc([C@H]2[C@@H](CO)N3C(=O)CN(C(=O)Nc4ccccc4F)C[C@@H]23)cc1	-1.3
COCC#Cc1ccc([C@@H]2[C@@H](CO)N3C(=O)CN(C(=O)C4CCOCC4)C[C@@H]23)cc1	0.89
COc1ccc2c3c(n(C)c2c1)[C@@H](CO)N(C(=O)CN(C)C)CC31CCN(S(C)(=O)=O)CC1	1.3
C/C=C/c1ccc([C@@H]2[C@@H](CO)N(C(C)=O)[C@H]2CN(CCC)C(C)=O)cc1	4.8
CC(=O)N1CCCCN2[C@H](C1)[C@H](c1ccc(-c3cccc(C)c3)cc1)[C@@H]2CO	-5.3*
CCC(=O)N1[C@H](CO)[C@@H](c2ccccc2)[C@@H]1CN(C(C)C)S(C)(=O)=O	4.2
C[C@@H]1CN([C@H](C)CO)C(=O)c2cc(NC(=O)Cc3ccccc3)ccc2O[C@@H](C)CCCCO[C@@H]1CN(C)Cc1ccncc1	-1.6
COc1ccccc1CNC(=O)C[C@@H]1CC[C@H]2[C@@H](COC[C@H](O)CN2Cc2ccc3c(c2)OCO3)O1	0.81
C[C@@H]1CCCCO[C@@H](CN(C)Cc2ccc(C(=O)O)cc2)[C@H](C)CN([C@H](C)CO)C(=O)c2cc(N(C)C)ccc2O1	0.66
O=C(c1cnccn1)N1CC(=O)N2[C@H](C1)[C@@H](c1ccc(C3=CCCCC3)cc1)[C@@H]2CO	0.34
The list goes on.
SMILES	IDE exosite FP
C/C=C/c1ccc([C@H]2[C@@H](CO)N(C(C)=O)[C@@H]2CNC(=O)NCCC)cc1	1
COc1ccccc1NC(=O)N1C[C@@H]2[C@H](c3ccccc31)[C@H](CO)N2CC1CCOCC1	3.2
C[C@@H]1CN([C@H](C)CO)C(=O)c2cccc(N(C)C)c2O[C@@H]1CN(C)C(=O)Nc1ccc(F)cc1	1.8
C[C@H](CO)N1C[C@H](C)[C@H](CN(C)Cc2ccc(C(=O)Nc3ccccc3N)cc2)Oc2ccc(NC(=O)Cn3cnnn3)cc2C1=O	0.39
CO[C@H](CN(C)C(=O)c1ccc2c(c1)OCO2)[C@H](C)CN([C@@H](C)CO)S(=O)(=O)c1ccc(Cl)cc1	-0.44
COc1cccc(S(=O)(=O)Nc2ccc3c(c2)C(=O)N(C)C[C@H](OC)[C@@H](C)CN(Cc2ccccc2F)[C@H](C)CO3)c1	-0.61
CN1C(=O)c2cc(NC(=O)c3cccc(Cl)c3)ccc2OC[C@H]2O[C@H](CC(=O)NC3CCCCC3)CC[C@H]21	0.74
CNC[C@H]1OCc2ccccc2-c2ccccc2C(=O)N([C@H](C)CO)C[C@@H]1C	-0.89
C(=C\c1ccc(C2[C@@H]3CN(Cc4cocn4)C[C@H]2N3)cc1)/c1ccccc1 (some centres undefined)	-0.39&0.88
COc1ccc(S(=O)(=O)N2CC3(CN(C(=O)c4cccnc4)[C@@H](CO)c4c3c3ccc(OC)cc3n4C)C2)cc1	-0.17
CN(C)C(=O)[C@H]1[C@H](CO)[C@H]2Cn3c(ccc(/C=C/c4ccccc4)c3=O)[C@H]2N1C(=O)c1cccnc1	0.78
C/C=C/c1ccc([C@@H]2[C@H](CO)N(C(=O)NCCC)[C@H]2CNC(=O)C2CC2)cc1	-0.94
COc1ccc(NC(=O)N[C@H]2CC[C@@H](CCNC(=O)CN3CCOCC3)O[C@@H]2CO)cc1	0.06
O=S(=O)(c1ccccc1)N1CCCCN2[C@H](CO)[C@@H](c3ccc(C#CC4CCCC4)cc3)[C@@H]2C1	0.079
CCN(C[C@H]1[C@H](c2ccccc2)[C@H](CO)N1C(C)=O)C(=O)NC(C)C	0.62
COc1cccc(-c2ccc3c(c2)[C@@H]2[C@@H](CCN2C(=O)c2ccccn2)[C@@H](CO)N3)c1	2.7
Cc1cccc(S(=O)(=O)N2CCCCN3[C@@H](CO)[C@H](c4ccc(C#CC5CC5)cc4)[C@@H]3C2)c1	2
CCCN1C[C@H](C)[C@@H](OC)CN(C)C(=O)c2ccc(NS(=O)(=O)c3cn(C)cn3)cc2OC[C@H]1C	-0.89
C[C@@H]1CCCCO[C@H](CN(C)C(=O)NC2CCCCC2)[C@H](C)CN([C@@H](C)CO)C(=O)c2cc(N(C)C)ccc2O1	1.5
O=C(Cc1ccccc1)N1CC(=O)N2[C@H](C1)[C@H](c1ccc(Br)cc1)[C@@H]2CO	-0.014
O=C(c1ccc(F)cc1)N1CC(=O)N2[C@H](CO)[C@H](c3ccc(-c4cccnc4)cc3)[C@H]2C1	-0.33
N#C[C@@H]1[C@@H](c2ccccc2-c2ccccc2)[C@H](CO)N1C(=O)NC1CCCC1	3.2
CN(C[C@H]1[C@@H](c2ccccc2)[C@@H](CO)N1C(=O)C1CC1)C(=O)c1ccncc1	0.9
COc1ccc(C#Cc2ccc([C@H]3[C@@H](CO)N4CCCCN(S(=O)(=O)c5ccccc5)C[C@@H]34)cc2)cc1	2.3
CCC(=O)N1[C@@H](CO)[C@H](c2ccccc2)[C@@H]1CN(C)C(=O)CN1CCOCC1	-0.67

IDE exosite FP: hit marks shown above.
SMILES	IDE exosite FP
CC(=O)N1CCCCN2[C@H](C1)[C@H](c1ccc(-c3cccc(C)c3)cc1)[C@@H]2CO	-5.3*

Later entries
SMILES	IDE exosite FP
COc1ccccc1-c1ccc([C@H]2[C@@H](CO)N3CCCCN(C(=O)c4ccncc4)C[C@H]23)cc1	-17*
COc1ccc(C#Cc2ccc([C@@H]3[C@@H](CO)N4CCCCN(Cc5ccccc5F)C[C@H]34)cc2)cc1	4.3
Cc1ccccc1-c1ccc([C@H]2[C@H](CO)N3CCCCN(C(=O)Nc4ccccc4)C[C@@H]23)cc1	-3.9*
CCS(=O)(=O)NCC[C@H]1CC[C@H](NS(=O)(=O)c2ccccc2C)[C@H](CO)O1	2
CC(C)CC#Cc1ccc([C@H]2[C@@H](CO)N3C(=O)CN(C(=O)c4ccccn4)C[C@H]23)cc1	-0.33
CCCNC(=O)N1CC2(CCN(C(=O)Nc3cccc(F)c3)CC2)c2c(n(C)c3cc(OC)ccc23)[C@@H]1CO	0.1
O=C1CNC[C@@H]2[C@H](c3ccc(C4=CCCC4)cc3)[C@@H](CO)N12	0.17
COc1ccc(C#Cc2ccc3c(c2)[C@H]2[C@H](CCN2S(=O)(=O)c2ccccc2C)[C@@H](CO)N3C)cc1	1.2
O=C(C[C@@H]1C=C[C@H](NC(=O)Nc2ccccc2F)[C@H](CO)O1)NCc1ccc(-c2ccccc2)cc1	2.3
N#C[C@@H]1[C@@H](c2ccccc2C2=CCCCC2)[C@H](CO)N1C(=O)Cc1ccncc1	2.1
N#C[C@H]1[C@H](c2ccccc2C2=CCCCC2)[C@H](CO)N1C(=O)NC1CCCC1	1.4
O=C(c1ccncc1)N1CC(=O)N2[C@H](CO)[C@@H](c3ccc(C#CCC4CCCC4)cc3)[C@@H]2C1	0.71
CCC(=O)N1CC(=O)N2[C@H](C1)[C@H](c1ccc(C#CCC(C)C)cc1)[C@@H]2CO	0.75
CCc1csc(N2[C@H](C#N)[C@@H](c3ccc(C4=CCCC4)cc3)[C@@H]2CO)n1	1.3
CN(C)CC#Cc1ccc([C@@H]2[C@@H](CO)N3CCCCN(C(=O)CN(C)C)C[C@@H]23)cc1	4.2
N#Cc1ccc(-c2ccc(C3[C@H]4CNC[C@@H]3N4S(=O)(=O)c3ccc(-c4ccccc4)cc3)cc2)cc1 (some centres undefined)	2
C[C@@H]1CN([C@@H](C)CO)C(=O)c2cccc(NC(=O)c3ccncc3)c2O[C@H]1CN(C)Cc1ccc2c(c1)OCO2	2.3
O=C(C1CC1)N1CC(=O)N2[C@H](C1)[C@H](c1ccc(C#Cc3cccc(F)c3)cc1)[C@@H]2CO	-6.1*
Fc1cccc(-c2ccc(C3[C@@H]4CN(Cc5cncnc5)C[C@H]3N4)cc2)c1 (some centres undefined)	-1.1&1.7
COCC(=O)N1CC(=O)N2[C@H](CO)[C@H](c3ccc(C#Cc4cccc(OC)c4)cc3)[C@@H]2C1	-2.3
CCS(=O)(=O)N1CC2(CN(Cc3cccc(Cl)c3)[C@@H](CO)c3c2c2ccc(OC)cc2n3C)C1	-0.3
O=C(NCCN1CCCC1)[C@H]1[C@H](CO)[C@H]2Cn3c(cccc3=O)[C@H]2N1Cc1ccccn1	1.3
O=S(=O)(c1ccc(F)cc1)N1CCCCN2[C@@H](CO)[C@H](c3ccc(-c4cncnc4)cc3)[C@@H]2C1	-0.051
O=C(C1CCCCC1)N1[C@H](CO)[C@@H]2c3ccccc3N(S(=O)(=O)c3ccccc3)C[C@@H]21	2.4
CO[C@@H]1CN(C)C(=O)c2cc(NC(=O)NC(C)C)ccc2OC[C@H](C)N(Cc2ccccc2)C[C@H]1C	-0.14

Entries shown so far that contain a Cl atom:
SMILES	IDE exosite FP
CO[C@H](CN(C)C(=O)c1ccc2c(c1)OCO2)[C@H](C)CN([C@@H](C)CO)S(=O)(=O)c1ccc(Cl)cc1	-0.44
CN1C(=O)c2cc(NC(=O)c3cccc(Cl)c3)ccc2OC[C@H]2O[C@H](CC(=O)NC3CCCCC3)CC[C@H]21	0.74
CCS(=O)(=O)N1CC2(CN(Cc3cccc(Cl)c3)[C@@H](CO)c3c2c2ccc(OC)cc2n3C)C1	-0.3

(cont.)
SMILES	IDE exosite FP
CC(C)N(C[C@@H]1[C@H](c2ccccc2)[C@@H](CO)N1S(C)(=O)=O)C(=O)CN(C)C	0.34
CN(C)CC(=O)N1[C@@H](C#N)[C@@H](c2ccc(-c3ccc(C(=O)N(C)C)cc3)cc2)[C@@H]1CO	0.87
COCC(=O)N1[C@H](CNC(=O)c2ccccn2)[C@H](c2ccccc2)[C@@H]1CO	-0.5
Cc1cccc(-c2ccc([C@H]3[C@H](CO)N4CCCCN(S(=O)(=O)c5cn(C)cn5)C[C@@H]34)cc2)c1	-4.1*
C[C@@H]1CN([C@@H](C)CO)S(=O)(=O)c2ccc(C#CC3(O)CCCC3)cc2O[C@@H]1CN(C)C(=O)Nc1cccc(F)c1	-0.13
Cc1ccccc1-c1ccc([C@H]2[C@H]3CN(C(=O)Nc4ccc(F)cc4)CC(=O)N3[C@H]2CO)cc1	-7*
N#C[C@H]1[C@@H](c2ccc(C#CC3(O)CCCC3)cc2)[C@H](CO)N1C(=O)C1CC1	0.97
CC(C)CC#Cc1ccc([C@H]2[C@@H](CO)N3C(=O)CN(C(=O)Cc4ccccc4)C[C@H]23)cc1	1.9
COC(=O)[C@@H]1[C@@H](CO)[C@@H]2Cn3c(ccc(-c4ccncc4)c3=O)[C@@H]2N1Cc1ccccc1F	0.086
COCC(=O)N1[C@H](CO)[C@H](c2ccccc2-c2cccc(C)c2)[C@@H]1C#N	-1.1
CO[C@@H]1CN(C)C(=O)c2ccc(NC(=O)c3nc4ccccc4s3)cc2OC[C@@H](C)N(Cc2cccnc2)C[C@@H]1C	0.012
O=C(C[C@H]1CC[C@@H]2[C@H](COC[C@H](O)CN2CCC(F)(F)F)O1)NCC1CC1	2.1
C/C=C/c1ccc([C@@H]2[C@H](CO)N(C(=O)C3CCCC3)C23CN(S(C)(=O)=O)C3)cc1	0.46
CCCC#Cc1ccc([C@H]2[C@H]3CN(C(=O)Nc4ccccc4F)CC(=O)N3[C@H]2CO)cc1	-0.058

Another view of some results above.
SMILES: CN(C)CC(=O)N1[C@@H](C#N)[C@@H](c2ccc(-c3ccc(C(=O)N(C)C)cc3)cc2)[C@@H]1CO
  IDE exosite FP: 0.87

SMILES: COCC(=O)N1[C@H](CNC(=O)c2ccccn2)[C@H](c2ccccc2)[C@@H]1CO
  IDE exosite FP: -0.5

The list is partial; the hit share may differ from the screen's.
